# Assay outcomes as filed in PubChem.
# Myeloid diff MLP = induction of myeloid progenitor differentiation, primary screen, cell-based, flow cytometry, MLPCN library; ER-HoxA9 myeloid progenitors, lysozyme-GFP differentiation; calls only at 10 µM; actives 1% (n = 360,000);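 active = normalized GFP-positive differentiation at or above the plate's own cutoff, the solvent-only control mean plus 3 SD; inconclusive = no clear call, values can overlap the other calls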;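 note: cells exposed to compound for four days before flow analysis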
# NOD1 NF-kB reporter = NOD1 signaling inhibitors, primary screen, cell-based, luminescence, uHTS (AID 1578). NOD1-driven NF-kB luciferase reporter cells, luminescence; higher % means a stronger effect. inhibition, % at 4 µM, or EC50 in µM where a hit was titrated. actives 1% (n = 290,000); in the data active = inhibition mostly above about 36%, no sharp cut-off; inactive = mostly below about 34%;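 note: HEK-293T reporter cells stimulated with the NOD1 agonist gamma-tri-DAP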
# KOR beta-arrestin-1 = KOR agonists, beta-arrestin recruitment, primary screen, cell-based, luminescence, uHTS (AID 1777); Kappa-type opioid receptor (Homo sapiens); KOR beta-arrestin recruitment, luminescence; higher % means a stronger effect; activation, % at 10 µM; hits with a dose series show EC50 in µM; actives 0.02% (n = 280,000); in the data active = activation above about 50%, passing the limit was not always enough; note: a part of the inactive calls stands beside numbers as strong as those of hits
# KOR beta-arrestin-2 = KOR antagonists, beta-arrestin recruitment, cell-based, luminescence, uHTS (AID 1778) | KOR beta-arrestin recruitment, luminescence, antagonist mode; higher % means a stronger effect | actives 0.091% (n = 290,000) | inhibition, % at 10 µM; hits with a dose series show IC50 in µM; note: strong numbers were not always called active
# HIV peptide binding = inhibitors of HIV fusion peptide binding, primary screen, biochemical, uHTS, fluorescence dequenching (AID 1986). actives 0.3% (n = 290,000). cell-free peptide binding, fluorescence dequenching, 30 min; higher % means a stronger effect. one-dose inhibition, % at 20 µM; IC50 in µM for titrated hits; in the data active = inhibition mostly above about 52%, no sharp cut-off; inactive = mostly below about 76%; note: some results filed as inactive read as strong as hits
# GPR35 antagonists = GPR35 antagonists blocking zaprinast-driven arrestin recruitment, primary screen, imaging, U2OS, beta-arrestin-GFP, zaprinast agonist (AID 2058); U2OS GPR35 beta-arrestin-GFP translocation imaging, zaprinast antagonism; higher % means a stronger effect; actives 0.052% (n = 290,000); G-protein coupled receptor 35 (Homo sapiens); inhibition, % at 10 µM; hits with a dose series show IC50 in µM;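 active = inhibition of at least 50% with at least 30 cells and total cytoplasm GFP at most 10,000,000; inconclusive = under 30 cells or total GFP of 10,000,000 plus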
# NOD2 inhibition = NOD2 signaling inhibitors, cell-based, luminescence, uHTS, HEK293 (AID 1566); HEK293 NOD2/NF-kB luciferase reporter, luminescence; higher % means a stronger effect; inhibition, % at 4 µM, or EC50 in µM where a hit was titrated; actives 0.63% (n = 290,000); note: many of its hits are not listed in these tables
# GPR55 LPI antagonism = GPR55 antagonists blocking LPI-driven arrestin recruitment, primary screen, imaging, U2OS, beta-arrestin-GFP, LPI agonist (AID 2013); U2OS GPR55 beta-arrestin-GFP translocation imaging, LPI antagonism; higher % means a stronger effect; inhibition, % at 10 µM, or IC50 in µM where a hit was titrated; actives 0.13% (n = 290,000); G-protein coupled receptor 55 (Homo sapiens);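 active = spots per cell inhibited over 60%, with over 100 cells counted and total cytoplasm intensity under 500,000; inconclusive = wells with under 100 cells, flagged as likely toxic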;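 note: U2OS cells stably carrying GPR55 and arrestin-GFP stimulated by 5 µM LPI near EC80; imaged beta-arrestin-GFP aggregate spots per cell after agonist stimulation; plate controls were LPI-stimulated DMSO wells for no effect and DMSO wells without LPI for full effect; some results filed as inactive read as strong as hits; confirmed hits need IC50 under 10 µM and bright autofluorescent wells are also inconclusive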
# GPR55 activation = GPR55 agonists via beta-arrestin recruitment, primary screen, imaging, U2OS cells, beta-arrestin-GFP redistribution (AID 1961); G-protein coupled receptor 55 (Homo sapiens); U2OS GPR55 beta-arrestin-GFP redistribution imaging; higher % means a stronger effect; one-dose activation, % at 10 µM; EC50 in µM for titrated hits; actives 0.048% (n = 290,000);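 active = activation above 40% with more than 50 cells counted in the well; inconclusive = wells holding fewer than 50 cells, flagged as toxic or sparse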;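 note: U2OS osteosarcoma cells stably expressing GPR55 and beta-arrestin-GFP; plate controls were DMSO negative control for no effect and LPI positive control for full effect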
# Myeloid diff MLP GFP+ MAC1+ % = also measured in Myeloid diff MLP; calls as there; GFP+ MAC1+ double positive, %; measured here: differentiation confirmed by MAC1 staining
# Numbers without * were called inactive; i = inactive; u = inconclusive; x = not tested or not shown; + = active, no number; [ ] = remark or other dose. Cut-off read from the data, not from the text of the source, unless noted: active = inhibition above about 50%; inactive = the rest. This is a subset, so the mix of outcomes need not match the whole.
SMILES,Myeloid diff MLP,Myeloid diff MLP GFP+ MAC1+ %,NOD1 NF-kB reporter,KOR beta-arrestin-1,KOR beta-arrestin-2,HIV peptide binding,GPR35 antagonists,NOD2 inhibition,GPR55 LPI antagonism,GPR55 activation
COc1cc(SC)ccc1C(=O)NCCOc1ccccc1Cl,i,0.7,-3%,0.5%,34%,-0.2%,8%,-102%,3%,-0.1%
N#CC1=C2SCN(Cc3ccco3)CN2C(=O)CC1c1ccc(Cl)cc1 (stereo unspecified),i,0.9,4%,12%,10%,-2.2%,6%,15%,0%,-0.2%
COc1ccc2c(c1)C(SCC(=O)NCCc1ccccc1)CC(C)(C)O2 (stereo unspecified),i,3.0,10%,1.9%,10%,-0.6%,-12%,12%,10%,-0.2%
CCOC(=O)c1cccc(Nc2ncnc3ccc(C)cc23)c1,i,0.1,x,-2.4%,-14%,1.5%,8%,22%,12%,0.0%
S=C(NCc1ccco1)Nc1ccc(Br)cc1Cl,i,0.2,-14%,-2.6%,0%[20 µM],-1.8%,-3%,-37%,-2%,0.2%
CC1CN(c2ccc([N+](=O)[O-])cc2C#N)CC(C)O1 (stereo unspecified),i,0.5,-12%,5.2%,-26%,-0.1%,-16%,7%,5%,-0.6%
CC[C@@H](C)[C@H](NC(=O)OCc1ccccc1)c1nnc([C@@H](NC(=O)OCc2ccccc2)[C@@H](C)CC)o1,i,2.1,-4%,-1.3%,2%,1.5%,1%,-6%,-10%,0.3%
O=C(CSc1cn[nH]n1)Nc1nc2ccccc2s1,i,0.5,-53%,-3.3%,0%,0.9%,0%,-27%,5%,0.0%
CN(CC(=O)NCc1ccc(F)cc1)Cc1cccc(Cl)c1,i,1.1,-43%,-1.6%,-16%,0.6%,7%,1%,-11%,-0.1%
CCS(=O)(=O)CCSc1nc2ccccc2s1,i,0.8,-3%,14%,-1%,1.2%,4%,-15%,7%,1.0%
O=C(N/N=C/c1ccc(Br)cc1)c1ccc(F)cc1,i,0.6,-39%,-0.4%,21%,0.2%,-1%,-20%,3%,u
O=C(CSc1nc2ccccc2s1)NCC1CCCO1 (stereo unspecified),i,0.6,-34%,-4.0%,5%,0.0%,-4%,-4%,7%,-0.1%
CC(=O)c1ccc(OCc2cc(C(=O)NC(C)c3cnn(C)c3)no2)cc1 (stereo unspecified),i,0.7,-37%,4.0%,-4%,-0.5%,-7%,-39%,-3%,-0.1%
O=C(Nc1ccc(NC(=O)c2ccccc2Br)cc1)c1ccccc1,i,0.0,-29%,-4.0%,-19%[20 µM],1.6%,-5%,11%,7%,-0.4%
CCOCCCNC(=O)CSc1ccccc1,i,0.3,-14%,-3.1%,19%,-2.1%,5%,7%,4%,-0.2%
Cc1nc(NCCCN2CCOCC2)c2oc3ccccc3c2n1,i,0.6,-11%,5.4%,19%,2.1%,-4%,9%,10%,0.0%
Cc1cccc(NC(=S)N(CCN(C)C)C(C)c2cccnc2)c1 (stereo unspecified),i,1.1,-7%,8.7%,-16%,1.9%,-15%,-5%,4%,0.1%
CCN1C(=O)/C(=C/N2CC(C)CC(C)C2)SC1=S (stereo unspecified),i,0.4,3%,11%,x,-1.1%,-3%,-18%,14%,-0.2%
CSCCCNC(=S)N1CCN(S(=O)(=O)c2cccc(C(F)(F)F)c2)CC1,i,0.4,-26%,-3.4%,5%,0.7%,16%,-3%,1%,0.1%
O=C(CSc1nnc(CNC(=O)c2ccc(F)cc2)o1)NCc1ccc2c(c1)OCO2,i,0.6,-28%,-4.3%,22%,-0.5%,4%,-21%,7%,0.0%
Cc1cc(CNC(=O)C2CCC(=O)N(Cc3cccc(C(F)(F)F)c3)C2)no1 (stereo unspecified),i,0.7,-16%,-1.3%,-5%,-0.9%,-4%,6%,4%,-0.1%
CSc1ncccc1C(=O)NC1CCCCCCC1,i,0.6,3%,-4.5%,29%,0.4%,-5%,14%,8%,-0.2%
O=C(CCN1CCN(c2ccccc2)CC1)N/N=C/c1ccccc1OC(F)F,i,1.2,-9%,-0.4%,9%,-0.2%,4%,12%,14%,-0.3%
Cc1cccc(C(=O)NN/C=C/C(=O)c2ccccc2)c1,i,0.3,-10%,2.2%,-17%,-2.1%,9%,-1%,3%,0.2%
COc1ccc(N(CC(=O)N2CCN(c3cc(C)ccc3C)CC2)S(=O)(=O)c2c(C)noc2C)cc1,i,1.6,-2%,-2.8%,3%,-1.5%,-5%,21%,-6%,-0.1%
Cc1ncsc1CCC(=O)N1CCCC(C(=O)c2cccc(Cl)c2)C1 (stereo unspecified),i,0.2,-12%,x,-15%[20 µM],0.2%,-8%,9%,-2%,0.2%
CCOC(=O)C(C)c1ccc2cc(OC)ccc2c1 (stereo unspecified),i,0.8,2%,2.2%,7%,0.3%,18%,1%,-9%,-0.1%
COc1cc(OC)cc(C(=O)OCC(=O)Nc2ccc(N3CCCCC3)cc2)c1,i,0.7,-27%,0.7%,5%,-1.3%,3%,5%,8%,0.0%
COc1ccc(NC(=O)[C@H](CCS(C)(=O)=O)N2Cc3ccccc3C2=O)c(OC)c1,i,2.7,-4%,-1.0%,12%,-2.2%,12%,12%,1%,-0.1%
CN(C(=O)c1sc2nc(N3CCOCC3)c3c(c2c1N)CCCC3)c1ccccc1,i,0.7,-18%,0.6%,-50%,-0.9%,-13%,9%,14%,0.6%
Cc1c(N=Cc2ccc(-c3ccc(Cl)cc3)o2)c(=O)n(-c2ccccc2)n1C,i,0.5,-51%,10%,20%,0.4%,2%,-36%,1%,-0.2%
Cc1nc2scc(-c3ccc(Cl)cc3)c2c(=O)n1N,i,0.3,34%,-1.0%,-16%,-0.5%,9%,16%,13%,-0.6%
O=C(Nc1ccc(-c2nc3ncccc3o2)cc1)c1ccc([N+](=O)[O-])o1,x,x,x,-3.1%,-9%,0.1%,3%,x,-5%,0.4%
Cc1cc(/C=C(\C#N)C(=O)NCc2ccco2)c(C)n1-c1cccnc1,i,0.8,-4%,-5.0%,32%,-1.1%,15%,-18%,2%,-0.1%
Cc1ccc(C(=O)N/N=C\c2ccc[nH]2)cn1,i,1.1,-11%,-1.6%,-27%,3.7%,12%,-1%,4%,-0.1%
CC(C)Sc1nc(N2CCCC2)c2c(c1C#N)CC(C)(C)OC2,i,1.0,x,0.8%,6%,0.0%,5%,-19%,0%,-0.4%
CC(=O)Nc1ccc(S(=O)(=O)Oc2ccc(N3C(=O)C4CCCCC4C3=O)cc2)cc1 (stereo unspecified),i,3.1,-7%,-1.6%,4%,1.1%,-9%,13%,0%,-0.1%
Cc1cc(Br)ccc1OCCCCNCCO,i,1.8,-40%,0.2%,-10%,-1.5%,-10%,3%,9%,0.6%
Cc1ccc(S(=O)(=O)N2CCC(C(=O)NNC(=O)C3CC3)CC2)cc1Cl,i,0.6,-35%,3.3%,-15%,-1.0%,3%,4%,20%,0.5%
COCCCn1c(SCC(=O)Nc2ccc(NC(=O)c3ccco3)c(OC)c2)nc2ccccc2c1=O,i,1.6,-38%,-2.4%,-19%,-0.2%,-12%,9%,10%,0.4%
CNS(=O)(=O)c1ccc(NC(=O)C2c3ccccc3Oc3ccccc32)cc1,i,0.3,-34%,-0.1%,-39%,9.4%,0%,14%,0%,-0.1%
CCOC(=O)CCN(c1ccccc1)S(=O)(=O)c1ccc(-c2ccc(=O)[nH]n2)s1,u,x,11%,36%,-31%,0.7%,3%,0%,2%,0.1%
COc1cccc(CC2(CO)CCN(C(=O)NCCc3ccccc3)CC2)c1,+,12*,-4%,-2.5%,-16%,1.8%,2%,27%,7%,0.2%
COc1cc2c3nnc(-c4ccc(F)cc4)c-3cn(Cc3cccc(C)c3)c2cc1OC,+,37*,-34%,6.4%,-77%,151%,9%,10%,9%,0.4%
O=C(Nc1ccc(C(F)(F)F)cc1-c1ccccc1)c1ccccc1,i,0.1,20%,18%,28%,-1.2%,4%,7%,5%,0.2%
Cc1nc2c(C#N)cnn2c2c1CCNN2C,i,0.4,-26%,1.7%,-6%,0.4%,0%,-5%,0%,0.1%
CCC12CCCN3CCC4(C(=C(C(=O)OC)C1)Nc1ccccc14)C32 (stereo unspecified),i,0.7,-7%,0.4%,-15%,0.6%,8%,-3%,-5%,-0.3%
c1cncc(-c2nc(Oc3ccc(-c4nnco4)cc3)c3c4c(sc3n2)CCCC4)c1,x,x,-19%,3.4%,-4%,-1.8%,6%,8%,8%,0.1%
O=C(c1cc(-c2ccc(Cl)cc2)n(-c2ccc(Cl)c(Cl)c2)n1)N1CCOCC1,i,1.0,16%,-4.5%,-20%,-1.1%,14%,-2%,12%,-0.3%
O=C(CN1CCN(C2CCCCC2)CC1)Nc1ccc(Br)cc1,i,0.7,-42%,-0.6%,5%,-1.2%,10%,-17%,-2%,0.0%
CC(=O)NCC(=O)N(c1c(C)n(C)n(-c2ccccc2)c1=O)C1(C(=O)NC2CCCC2)CCCCC1,i,1.4,-18%,-1.5%,18%,-1.6%,-8%,-4%,-3%,-0.1%
Cc1ccc(Cn2cccc(NC(=O)CCC3CCCC3)c2=O)cc1,i,0.5,-8%,-1.5%,12%,1.5%,2%,5%,19%,0.3%
CC1=C(C(=O)OCc2ccccc2)C(c2ccc(Cl)cc2Cl)NC(=O)N1CCCC(=O)O (stereo unspecified),i,1.9,21%,-1.0%,19%,-0.1%,4%,11%,7%,-0.1%
CCOC(=O)C1CCN(C(=O)Cn2c(=O)c3cccn3c3cccnc32)CC1,i,0.0,-18%,-3.6%,-2%,0.4%,21%,3%,4%,0.2%
O=C(NCc1ccc(Cl)cc1)C1CCCN(c2ncnc3c2nc2n3CCCCC2)C1 (stereo unspecified),i,2.2,-1%,-1.2%,4%,0.0%,-22%,25%,-14%,-0.1%
